Bioassay records from PubChem.
RECQ1 inh – qHTS Assay for Inhibitors of RecQ-Like Dna Helicase 1 (RECQ1). ATP-dependent DNA helicase Q1 (Homo sapiens), P46063. RECQ1 DNA unwinding, red fluorescence kinetic read. Potency, µM (highest dose often 57.3 µM), inactives show top-dose activity, negative = inhibition, most hits filed as inhibitors. 0.54% of 240,000 active;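 note: plate controls were vehicle for no effect and no enzyme for full effect; nearly all actives have a fitted effect of over 30% in size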
Target sequence (P46063 whole entry, looked up): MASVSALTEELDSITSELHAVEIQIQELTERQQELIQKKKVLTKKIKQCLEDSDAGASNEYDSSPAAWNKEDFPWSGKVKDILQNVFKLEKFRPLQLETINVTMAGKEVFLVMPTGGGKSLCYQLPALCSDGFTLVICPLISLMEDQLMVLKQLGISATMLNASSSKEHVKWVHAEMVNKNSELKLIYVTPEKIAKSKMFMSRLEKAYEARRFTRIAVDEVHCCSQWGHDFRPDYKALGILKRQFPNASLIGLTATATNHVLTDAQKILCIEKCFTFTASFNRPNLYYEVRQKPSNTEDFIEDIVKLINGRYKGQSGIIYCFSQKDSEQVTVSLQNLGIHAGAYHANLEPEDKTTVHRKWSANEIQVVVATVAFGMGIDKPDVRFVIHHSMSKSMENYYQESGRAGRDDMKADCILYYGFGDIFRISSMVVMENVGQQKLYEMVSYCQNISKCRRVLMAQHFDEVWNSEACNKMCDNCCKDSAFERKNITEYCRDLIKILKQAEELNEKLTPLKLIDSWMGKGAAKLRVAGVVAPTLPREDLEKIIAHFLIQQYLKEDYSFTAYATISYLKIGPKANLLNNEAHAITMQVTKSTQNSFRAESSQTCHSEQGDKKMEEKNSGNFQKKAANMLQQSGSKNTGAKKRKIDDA
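RECQ1T1 50 nM; forked duplex (20 bp + 30-nt ss tails) 200 nM, ATP 2 mM final; pH 8.0, 2 mM MgCl2, 2.5 ug/ml poly(dI-dC); 15 min compound preincubation; discontinuous kinetic read over 2 h at RT.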
KDM4E inh – qHTS Assay for Inhibitors of Human Jumonji Domain Containing 2E (JMJD2E); JMJD2E catalytic domain, FDH-coupled NADH fluorescence (FDH is formaldehyde dehydrogenase); Potency, µM (series often up to 57.1 µM), without a hit: top-dose activity change, negative = inhibition, usual class: inhibitors; 1.6% of 230,000 active; AID 2147, 2009; Lysine-specific demethylase 4E (Homo sapiens), B2RXH2; active = well fitted inhibition curve with a large enough effect, not every such curve was filed as active; inconclusive = small, poorly fitted or top-dose-only effect, or another doubt; inactive = no such curve, though single readings can be large or run the other way;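 note: 0% = wells with enzyme and -100% = buffer wells without enzyme; nearly all actives have a fitted effect of over 50% in size; many of its hits are not listed in these tables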
SMN2 splice up – qHTS Assay for Enhancers of SMN2 Splice Variant Expression; HEK293 SMN2-luciferase splicing reporter, luminescence, 30-36 h; Potency, µM (series often up to 46.1 µM), for the others: at the highest dose activity change, positive = activation, usual class: activators; 2.8% of 210,000 active; note: % of control where 0% means no effect; nearly all actives have a fitted effect of over 55% in size
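qHTS luciferase splicing reporter: luminescence rises when SMN2 exon 7 is included in transfected HEK293 cells. Compound exposure lasted 30-36 h at 37C, with 4.5 mM final sodium butyrate as control, followed by a ONE-Glo read.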
Epigenetic reg – Quantitative High-Throughput Screen for Regulators of Epigenetic Control; 0.2% of 280,000 active; Potency, µM (series often up to 53.9 µM), inactives show top-dose GFP activation, actives largely listed as activators; murine LDR cells, GFP reporter derepression, 30 h; AID 1865, 2009; note: % of control where 0% means no effect; nearly all actives have a fitted effect of over 60% in size
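Murine LDR cells bearing a silenced CMV-driven GFP reporter were exposed to compound for 30 h at 37 C. After PBS washes, GFP-positive cells (20-120 um objects) counted by laser-scanning microplate cytometry.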
GoLoco inh red – qHTS Assay for Inhibitors of RGS12 GoLoco Motif Activity (Red Fluorophore); Potency, µM (doses to about 61.6 µM), inactives show at the highest dose activity, negative = inhibition, usual class: inhibitors; 0.44% of 230,000 active; Gai1:RGS12 GoLoco peptide FP, rhodamine, 10 min; active = well fitted inhibition curve with a large enough effect, not every such curve was filed as active; inactive = no such curve, though single readings can be large or run the other way; note: % is set by controls: 0 for no effect and ±100 for the full control effect; nearly all actives have a fitted effect of over 30% in size; many of its hits are not listed in these tables
NPSR antagonist – qHTS Assay for Antagonists of the Neuropeptide S Receptor: cAMP Signal Transduction. Q6W5P4. CHO-NPSR cells, cAMP TR-FRET, antagonist mode. 1% of 220,000 active. Potency, µM (series often up to 38.3 µM), for inactives: at the highest dose activity change, negative = inhibition, usual class: inhibitors. AID 1461, 2008; note: % is set by controls: 0 for no effect and ±100 for the full control effect; nearly all actives have a fitted effect of over 50% in size; many of its hits are not listed in these tables
Target sequence (Q6W5P4 whole entry, looked up): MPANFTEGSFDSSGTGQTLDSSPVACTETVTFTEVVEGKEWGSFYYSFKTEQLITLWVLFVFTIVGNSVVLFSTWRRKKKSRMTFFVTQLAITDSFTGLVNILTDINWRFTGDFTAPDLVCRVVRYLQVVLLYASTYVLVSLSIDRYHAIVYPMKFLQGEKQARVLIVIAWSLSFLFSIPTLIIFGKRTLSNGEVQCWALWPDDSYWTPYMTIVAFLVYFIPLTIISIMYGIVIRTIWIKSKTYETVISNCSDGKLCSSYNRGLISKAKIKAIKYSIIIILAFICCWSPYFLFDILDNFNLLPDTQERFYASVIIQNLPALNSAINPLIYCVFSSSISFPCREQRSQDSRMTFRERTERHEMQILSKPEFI
IMPase Li cell – qHTS Assay for Identifying the Cell-Membrane Permeable IMPase Inhibitors: Potentiation with Lithium | 0.35% of 210,000 active | Potency, µM (highest dose often 59.4 µM), for the others: at the top dose activity, negative = IMPase inhibition, most hits filed as inhibitors | CHO-M1 cells, IP1 TR-FRET (IP-One), carbachol + lithium;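 note: IP1 builds up when IMPase is blocked and the TR-FRET signal falls; plate controls were basal vehicle for no effect and high inhibitor control for full effect; nearly all actives have a fitted effect of over 50% in size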
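Concentration–response in CHO-M1 cells, lithium-potentiated; 30 min at 37C. IP1 detected by competitive TR-FRET after 10 min lysis at RT. Hill-fitted AC50.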
Luc counter – Counterscreen for Luciferase (Kinase-Glo TM) Inhibition; Luciferin 4-monooxygenase (Photuris pensylvanica), Q27757; Kinase-Glo luciferase, ATP luminescence, 8 min; Potency, µM (doses to about 38.3 µM), without a hit: at the top dose activity change, negative = inhibition, most hits filed as inhibitors; 0.28% of 200,000 active; AID 1379, 2008; note: % is set by controls: 0 for no effect and ±100 for the full control effect; nearly all actives have a fitted effect of over 60% in size
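Recombinant Kinase-Glo luciferase, 10 uM ATP (linear range), luciferin; imidazole pH 7.2 / KCl / MgCl2 / Tween / BSA buffer; 8 min RT; luminescence.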
Numbers without * were called inactive; i = inactive; u = inconclusive; x = not tested or not shown; & = joins results of further samples; [ ] = remark or other dose. Unless noted, calls come from the whole dose curve; as a rule, active = well fitted curve in the direction sought with a large enough effect; inconclusive = small, poorly fitted or top-dose-only effect, or another doubt; inactive = no such curve, though single readings can be large; an effect the other way counts as inactive or inconclusive. Potency is the fitted concentration of half-maximal effect. Only part of the results is shown. The share of hits here may be higher or lower than overall.

molecule,RECQ1 inh,KDM4E inh,SMN2 splice up,Epigenetic reg,GoLoco inh red,NPSR antagonist,IMPase Li cell,Luc counter
Cc1cc(C(=O)COC(=O)C2CC2)c(C)n1-c1ccc(F)cc1,i,0%,-9%,-2.2%,3%,6%,7%,-15%
O=C(CCl)NCc1cc(-c2ccc(Cl)cc2)no1,-1%,-1%,-90%[inhibitor],0.0%,-8%,11%,1%,0%
COc1ccc(C2CC(=O)C3=C(C2)Nc2ccccc2N(C(=O)CCC(=O)O)C3c2ccc(F)cc2)cc1 (stereo unspecified),-16%,u,x,-0.3%,5.6µM*,1%[7.67 µM],x,x
Cc1nn(Cc2ccc(Cl)cc2)c(C)c1NC(=O)c1ccc([N+](=O)[O-])cc1,-6%,-1%,x,0.0%,x,-2%[46.1 µM],x,x
CCOC(=O)C1(CCCc2ccccc2)CCN(C(=O)COC)CC1,-6%,5%,x,5.3%,-4%,9%,x,x
COc1ccc(OCC(=O)OCC(=O)NCc2ccc(F)cc2)cc1,-2%,-4%,10%,0.0%,3%,4%[46.1 µM],-4%,-1%
Cc1nc2ccccc2c(=O)n1/N=C/c1ccco1,i,7%,17%,-2.6%,4%,6%,-1%,-4%
CCN1C(=O)N[C@@H](CCc2ccccc2)[C@H](C(C)=O)[C@H]1C,-1%[11.5 µM],1%[11.4 µM],6%[9.22 µM],x,2%[14.2 µM],x,10%,-7%[7.66 µM]
CC(=O)N1CCN(c2ccc(NCc3ccc4c(c3)OCO4)cc2)CC1,-1%,u,-2%,-1.1%,-39%,-13%[46.1 µM],40%[activator][38.3 µM],-2%
COc1ccc(C2C(C#N)=C(N)OC3=C2C(=O)CC(C)(C)C3)cc1 (stereo unspecified),-5%,-22%,x,-1.3%,11%,15%,5%,1%
C=CCC(=O)N1CCCC(CCC(=O)NCc2ccccc2F)C1 (stereo unspecified),i,8%,x,0.0%,-6%,4%,7%,0%
Cc1cc(C)cc(Nc2cnn(C34CC5CC(CC(CC(=O)O)(C5)C3)C4)c(=O)c2Cl)c1,4%,-3%,20%,0.0%,2%,-10%[46.1 µM],20%[38.3 µM],-4%
Cc1ccc(-n2cc(C(=O)c3ccc(F)cc3)nn2)cc1Cl,2%,-10%,7.1µM*,0.0%,9%,4%[46.1 µM],-23%[38.3 µM],-5%
C[N+](C)(C)C(Cc1ccccc1)C(=O)[O-] (stereo unspecified),i,-27%,x,1.3%,-7%,9%,x,x
O=C1CCCc2[nH]nc(-c3cccnc3)c21,i,5%,6%,2.4%,1%,0%[46.1 µM],32%[38.3 µM],-2%
N#C/C(=C\c1ccc(O)c(O)c1)C(N)=O,-4%,7.1µM*,20%,-0.6%&-0.8%,-13%&-3%,x,20%&45%,-2%
C=CCNC(=O)c1oc2ccc(S(=O)(=O)N(CC)CC)cc2c1C,-9%,11%,-1%,2.2%,76%[activator],-4%[46.1 µM],6%[38.3 µM],-8%
Cc1ccc(NC(=O)CO/N=C(\N)c2nonc2N)cc1,1%,-1%,-20%,-1.8%,13%,-14%[46.1 µM],-8%,7%
O=C(CSc1nc2ccccc2c(=O)n1-c1ccccc1Cl)Nc1cccc(S(=O)(=O)N2CCOCC2)c1,i,10%,26%,-1.9%,-4%,-4%,-4%,2%
CCCCN(CCCC)C(=S)NC(=O)c1ccccc1Cl,i,-4%,-10%,1.3%,-45%,-13%,14%,-2%
O=C(COC(=O)C1CCN(S(=O)(=O)c2cccc3cccnc23)CC1)c1ccc([N+](=O)[O-])cc1,-8%,-4%,-19%,-0.9%,-9%,-19%[46.1 µM],-4%,0%
COc1cccc(CC(=O)Nc2ccc(S(=O)(=O)Nc3nc(C)cc(C)n3)cc2)c1,-1%,-2%,-9%,-0.8%,-2%,7%,4%,3%
CN(C)c1nc2ncn(Cc3ccccc3)c2c(=O)[nH]1,-1%,-8%,x,-2.4%,-2%,59%,x,x
Cc1ccc(NC(=O)COC(=O)C2CCC(=O)N2)c([N+](=O)[O-])c1 (stereo unspecified),0%,10%,-38%[inhibitor],-0.5%,10%,33%,0%,1%
COc1cc(CC(=O)Nc2cccc(SC)c2)cc(OC)c1OC,4%,-3%,-64%[inhibitor],-2.1%,13%,10%,-1%,0%
Cc1ccc(C(C)C)c(OCC(=O)Nn2c(C)nc3ccccc3c2=O)c1,-15%,-6%,-6%,2.4%,-21%,-15%[46.1 µM],46%[activator][38.3 µM],0%
Cc1ccc(C(=O)Nc2ncc(Cc3ccccc3)s2)o1,-12%,-2%,x,-1.0%,x,-30%[46.1 µM],x,x
O=C(CN1C(=O)NC2(CCCCC2)C1=O)Nc1cccc(S(=O)(=O)N2CCOCC2)c1,0%,8%,x,-1.0%,7%,-31%,x,x
S=c1[nH]c(-c2ccccc2)cn1/N=C/c1cccnc1,0%,u,x,u,42%[activator],2%,x,x
CSc1nncn1/N=C/c1ccc([N+](=O)[O-])cc1,-4%,-9%,8%,-1.3%,1%,5%,0%,1%
Cc1ccc2nc3sc(C(=O)NCc4ccco4)c(N)c3cc2c1,-9%,0%,4.5µM*,16µM*,2%,-8%[46.1 µM],3%,-3%
O=C(CCl)Nc1ccc(N=Nc2ccccc2)cc1,i,u,-26%,0.0%,-34%,-48%,0%,-1%
COc1cc2c(cc1NC(=O)c1cccnc1)oc1ccccc12,-11%,u,u,-0.2%,-7%,-23%[46.1 µM],9%[38.3 µM],-3%
O=C1C2C(C(=O)N1c1ccncc1)C1C=CC2C12CC2 (stereo unspecified),-8%,0%,2%,-1.1%,-1%,-9%[46.1 µM],-12%[38.3 µM],0%
CCOc1ccc(OCC)c(Nc2cc(C)nc3nc(C)nn23)c1,-2%,0%,4%,3.1%,4%,9%,4%,11%
COc1ccc([N+](=O)[O-])cc1N(CC(=O)NCCC1=CCCCC1)S(C)(=O)=O,0%,-1%,-2%,0.6%,0%,-3%,16%,0%
O=C(CCC(=O)OCC(=O)c1ccc(-c2ccccc2)cc1)Nc1cccc2cccnc12,-1%,-23%,1%,-2.8%,21%,-8%[46.1 µM],-2%[38.3 µM],-4%
CCn1c(C)nc2cc(C(=O)OC(C(F)(F)C(F)F)C(F)(F)C(F)F)ccc21,-6%,-6%,-26%,1.7%,8%,u,34%[activator][38.3 µM],-3%
COc1ccc(NC(=O)c2c(NC(=O)CCC(=O)O)sc3c2CCCCC3)cc1,i,-8%,x,1.0%,8%,7%,14%,4%
CC1=CS(=O)(=O)CC1Sc1nc2ccccc2[nH]1 (stereo unspecified),i,0%,-7%,0.0%,7%,9%[46.1 µM],13%[38.3 µM],-2%

Next structures
Under each structure – RECQ1 inh	KDM4E inh	SMN2 splice up	Epigenetic reg	GoLoco inh red	NPSR antagonist	IMPase Li cell	Luc counter
CCCNS(=O)(=O)c1ccc(OCC(=O)N(C)Cc2ccccc2)cc1
  10%	10%	x	1.1%	4%	8%	x	x
Cc1ccc(CNc2oc(-c3cccs3)nc2C#N)cc1
  -8%	u	-9%	0.9%	1%	-22%[46.1 µM]	1%	5%
Cc1cc(C)c(C(=O)COC(=O)c2ccc([N+](=O)[O-])o2)cc1C
  -3%	-11%	-45%	1.7%	39%[activator]	11%	15%	3%
COc1cccc(N2CCN(CC(=O)c3c[nH]c4ccc(OC)cc34)CC2C)c1 (stereo unspecified)
  9%	u	-72%[inhibitor]	-1.8%	150%[activator]	u	43%[activator][38.3 µM]	-4%
COC(=O)N1CCC2(CCCN(Cc3nccs3)C2)CC1
  -1%	x	-29%	x	6%	x	22%	1%
O=C(CCc1nnc(CCCc2ccccc2)o1)NCCN1CCOC1=O
  -8%	12%	11%	0.1%	14%	11%	2%	-5%
COC(=O)n1ccc(C(=O)Nc2ccccc2F)n1
  i	3%	5%	-0.2%	3%	3%[46.1 µM]	-10%[38.3 µM]	0%
CNc1ccnc(-c2ccccc2CN(C)C)n1
  -9%	-2%	5%	-2.4%	-15%	x	-3%	0%

Rewritten as labelled records: part of the list above.
CCCNS(=O)(=O)c1ccc(OCC(=O)N(C)Cc2ccccc2)cc1
  RECQ1 inh: 10%
  KDM4E inh: 10%
  SMN2 splice up: x
  Epigenetic reg: 1.1%
  GoLoco inh red: 4%
  NPSR antagonist: 8%
  IMPase Li cell: x
  Luc counter: x
Cc1ccc(CNc2oc(-c3cccs3)nc2C#N)cc1
  RECQ1 inh: -8%
  KDM4E inh: u
  SMN2 splice up: -9%
  Epigenetic reg: 0.9%
  GoLoco inh red: 1%
  NPSR antagonist: -22%[46.1 µM]
  IMPase Li cell: 1%
  Luc counter: 5%
Cc1cc(C)c(C(=O)COC(=O)c2ccc([N+](=O)[O-])o2)cc1C
  RECQ1 inh: -3%
  KDM4E inh: -11%
  SMN2 splice up: -45%
  Epigenetic reg: 1.7%
  GoLoco inh red: 39%[activator]
  NPSR antagonist: 11%
  IMPase Li cell: 15%
  Luc counter: 3%
COc1cccc(N2CCN(CC(=O)c3c[nH]c4ccc(OC)cc34)CC2C)c1 (stereo unspecified)
  RECQ1 inh: 9%
  KDM4E inh: u
  SMN2 splice up: -72%[inhibitor]
  Epigenetic reg: -1.8%
  GoLoco inh red: 150%[activator]
  NPSR antagonist: u
  IMPase Li cell: 43%[activator][38.3 µM]
  Luc counter: -4%
